GPR35 arrestin U2OS: GPR35 antagonists blocking zaprinast-driven arrestin recruitment, primary screen, imaging, U2OS, beta-arrestin-GFP, zaprinast agonist (AID 2058); U2OS GPR35 beta-arrestin-GFP translocation imaging, zaprinast antagonism; higher % means a stronger effect; inhibition, % at 10 µM, or IC50 in µM where a hit was titrated; 0.052% of 290,000 active;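 active = inhibition of at least 50% with at least 30 cells and total cytoplasm GFP at most 10,000,000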
UTI89 phage lysis: inhibition of K1F phage lysis, E. coli UTI89, bacterial capsule biogenesis inhibitors, alamar blue (AID 488966); E. coli UTI89 K1F phage lysis, alamar blue, 2 h; higher % means a stronger effect; one-dose inhibition, % at 100 µM; IC50 in µM for titrated hits; 0.02% of 340,000 active;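 active = phage lysis inhibition, versus mean bacterial control, above a set limit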;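 also: capsule biogenesis inhibitors block K1F phage lysis so surviving cells raise fluorescence; higher fluorescence means more inhibition of phage lysis; actives were called in the ten point dose series up to 300 µM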
GPR55 LPI antagonism: GPR55 antagonists blocking LPI-driven arrestin recruitment, primary screen, imaging, U2OS, beta-arrestin-GFP, LPI agonist (AID 2013); U2OS GPR55 beta-arrestin-GFP translocation imaging, LPI antagonism; higher % means a stronger effect; inhibition, % at 10 µM; hits with a dose series show IC50 in µM; 0.13% of 290,000 active;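 active = spots per cell inhibited over 60%, with over 100 cells counted and total cytoplasm intensity under 500,000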;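 also: U2OS cells stably carrying GPR55 and arrestin-GFP stimulated by 5 µM LPI near EC80; imaged beta-arrestin-GFP aggregate spots per cell after agonist stimulation; plate controls were LPI-stimulated DMSO wells for no effect and DMSO wells without LPI for full effect; some results filed as inactive read as strong as hits; confirmed hits need IC50 under 10 µM and bright autofluorescent wells are also inconclusive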
MgcRacGAP inhibition: MgcRacGAP GTPase-activating activity inhibitors, confirmation, biochemical, ADP Hunter fluorescence. MgcRacGAP-stimulated Rac1 GTP hydrolysis, ADP Hunter fluorescence; higher % means a stronger effect; GST-tagged Rac1 F28L mutant substrate. one-dose inhibition, % at 30 µM; IC50 in µM for titrated hits. 0.6% of 340,000 active. AID 624330;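 active = first-screen hits whose inhibition reached a set limit at any dose in the follow-up dose series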;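 also: fluorescence reports GDP produced by GAP-driven GTP hydrolysis; strong numbers were not always called active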
NTR1 ag: NTR1-driven beta-arrestin-GFP spot formation – imaging, U2OS cells, high content, primary screen (AID 493036) | P30989 | agonist mode | activation, % at 20 µM | 0.17% of 330,000 active;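 active = activation at or above 40% of the spot to cytoplasm intensity ratio, with at least 20 cells analyzed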;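 also: 0% = DMSO without peptide and 100% = 100 nM NTR1 peptide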
Target sequence (P30989 whole entry, looked up): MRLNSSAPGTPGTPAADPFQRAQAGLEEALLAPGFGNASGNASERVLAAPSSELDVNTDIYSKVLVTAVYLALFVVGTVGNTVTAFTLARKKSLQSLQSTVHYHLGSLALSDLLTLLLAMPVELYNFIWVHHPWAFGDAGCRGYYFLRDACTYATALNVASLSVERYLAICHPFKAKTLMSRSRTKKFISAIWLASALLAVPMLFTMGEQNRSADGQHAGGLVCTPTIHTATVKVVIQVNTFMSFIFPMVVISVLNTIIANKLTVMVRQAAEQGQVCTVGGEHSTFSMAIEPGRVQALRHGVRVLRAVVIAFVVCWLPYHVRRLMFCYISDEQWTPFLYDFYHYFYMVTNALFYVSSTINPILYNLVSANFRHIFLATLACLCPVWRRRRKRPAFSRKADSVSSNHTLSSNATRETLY
GPR55 beta-arrestin: selective activators of receptor GPR55 – imaging, U2OS cells, beta-arrestin-GFP redistribution, primary screen (AID 1961); U2OS GPR55 beta-arrestin-GFP redistribution imaging; higher % means a stronger effect; one-dose activation, % at 10 µM; EC50 in µM for titrated hits; 0.048% of 290,000 active;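 active = activation above 40% with more than 50 cells counted in the well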;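 also: U2OS osteosarcoma cells stably expressing GPR55 and beta-arrestin-GFP; plate controls were DMSO negative control for no effect and LPI positive control for full effect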
KOR beta-arrestin-1: kappa opioid receptor activators – cell-based, luminescence, uHTS, primary screen (AID 1777) | 0.02% of 280,000 active | KOR beta-arrestin recruitment, luminescence; higher % means a stronger effect | activation, % at 10 µM, or EC50 in µM where a hit was titrated; in the data active = activation above about 50%, passing the limit was not always enough; also: a part of the inactive calls stands beside numbers as strong as those of hits
KOR beta-arrestin-2: kappa opioid receptor blockers – cell-based, luminescence, uHTS (AID 1778). KOR beta-arrestin recruitment, luminescence, antagonist mode; higher % means a stronger effect. one-dose inhibition, % at 10 µM; IC50 in µM for titrated hits. 0.091% of 290,000 active; in the data active = inhibition above about 50%; also: strong numbers were not always called active
NOD1 inhibition: NOD1 signaling inhibitors, primary screen, cell-based, luminescence, uHTS (AID 1578) | inhibition, % at 4 µM; hits with a dose series show EC50 in µM | 1% of 290,000 active | NOD1-driven NF-kB luciferase reporter cells, luminescence; higher % means a stronger effect; in the data active = inhibition mostly above about 36%, no sharp cut-off; inactive = mostly below about 34%;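 also: HEK-293T reporter cells stimulated with the NOD1 agonist gamma-tri-DAP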
NTR1 ag cell count 20 µM: further read-out of NTR1 ag, marked with its call; cell count; measured here: cell count, cytotoxicity flag
Starred values were filed as active, the others as inactive; · = not tested or not shown; [ ] = dose if it differs, or a comment.

SMILES	NTR1 ag cell count 20 µM	GPR55 LPI antagonism	NOD1 inhibition	UTI89 phage lysis	KOR beta-arrestin-2	GPR35 arrestin U2OS	GPR55 beta-arrestin	NTR1 ag	MgcRacGAP inhibition	KOR beta-arrestin-1
COc1cc(/C=C(\C#N)C(=O)NCC2CCCO2)cc(OC)c1OC (stereo not given)	49	-12%	-37%	0.7%	-2%	29%	0.2%	0.0	-2%	-0.2%
COc1ccc(/C=C/C(=O)NCCc2c[nH]c3ccccc23)cc1OC	60	-13%	17%	0.2%	-25%	-11%	-0.2%	2.6	6%	-3.8%
CCCn1c(N)c(N(CCOC)C(=O)c2cccc(F)c2)c(=O)[nH]c1=O	48	3%	-22%	-0.2%	-3%	-1%	0.0%	-0.1	-2%	-3.2%
CC(C)(CNC(=O)C1c2ccccc2-c2ccccc21)N1CCOCC1	52	-1%	-12%	0.5%	13%	14%	·	-0.4	5%	5.1%
COc1ccc(C2CC(c3cccc(OC)c3OC)n3nnnc3N2)cc1 (stereo not given)	81	-5%	24%	0.1%	-2%	-9%	-0.2%	-1.0	-1%	0.7%
CCCCOC(=O)Nc1nnc(-c2ccccc2OC)s1	31	-7%	-10%	1.0%	7%	7%	-0.2%	1.4	8%	27%
COc1ccc(NC(=O)c2sc3nc(N4CCCC4)c4c(c3c2N)CC(C)(C)OC4)cc1	73	6%	-29%	-0.2%	-27%	-1%	-0.1%	0.3	7%	-3.1%
COc1cccc(N=Nc2c(N)[nH][nH]c2=O)c1	48	7%	-5%	2.9%	39%	11%	-0.2%	-0.2	10%	-6.0%
Cc1ccccc1N(CC(=O)N/N=C/c1cc(C)n(-c2ccccc2C)c1C)S(C)(=O)=O	51	-5%	11%	0.0%	-2%	20%	0.0%	0.2	2%	-4.2%
CC(=O)Nc1ccc(NC(=O)C2CCCN2C(=O)Nc2ccccc2[N+](=O)[O-])cc1 (stereo not given)	68	6%	-28%	-0.2%	7%[20 µM]	18%	-0.1%	0.4	4%	-3.8%
COc1cccc(NC(=S)NNC(=O)Cn2nc(C(F)F)cc2C(F)F)c1	57	-4%	-15%	-1.3%	-27%	17%	-0.1%	-0.6	4%	0.9%
COc1ccc(-c2nc(-c3ccccc3)c(-c3cccs3)[nH]2)cc1OC	54	0%	29%	4.9%	-64%	-13%	-0.2%	7.9	7%	16%
CN(Cc1ccco1)C(=O)Cn1ncc2c([nH]c3ccccc32)c1=O	70	6%	-4%	0.3%	-40%	-8%	0.6%	1.0	1%	-0.2%
Cc1ccccc1N1C(=O)c2sc3nc4c(c(=O)n3c2C1=O)CCC4	82	5%	36%	0.1%	8%	-4%	-0.2%	-2.3	8%	-1.1%
Cc1cc(C(=O)Nc2ccc(OCc3ccccc3)cc2)c(C)o1	72	5%	-9%	-0.5%	-40%[20 µM]	-12%	-0.1%	4.8	6%	0.1%
COC(CN(C(=O)CCl)C(C(=O)NC1CCCCC1)c1ccc(C)cc1)OC (stereo not given)	·	17%	69%	0.2%	1%	4%	0.5%	·	5%	-4.0%
CCOc1cc(-c2cc(-c3ccc(OC)cc3)nc(N)c2C#N)ccc1O	90	-7%	-22%	0.5%	-14%	11%	-0.1%	1.3	14%	-1.6%
COCc1c(C(=O)N/N=C/c2cccc3ccccc23)nnn1-c1nonc1N	41	8%	-28%	-0.8%	-30%	-7%	-0.3%	-0.1	2%	0.2%
Cc1cc([N+](=O)[O-])nn1CC(=O)N1CCOCC1	47	26%	-10%	-0.2%	1%	5%	-0.9%	-0.9	0%	-4.9%
NC(=O)CC(NC(=O)Cc1ccc(Br)cc1)c1ccc(N2CCC(Br)CC2)c([N+](=O)[O-])c1 (stereo not given)	93	-5%	5%	0.1%	22%	-15%	-0.1%	3.3	4%	-4.3%
O=C(NCCc1ccc(F)cc1)N1CCOCC1	79	-5%	-25%	0.3%	37%	-7%	-0.4%	-1.9	7%	-3.0%
COc1ccc(OCCSc2nnc(CC(=O)Nc3cccc(Cl)c3Cl)n2C)cc1	61	-16%	-34%	-1.2%	6%	-14%	-0.1%	0.2	8%	2.6%
Cc1cc(=O)n2nc(N3CCCC(C(=O)NCc4ccccc4)C3)sc2n1 (stereo not given)	65	2%	-19%	7.0%	14%[20 µM]	5%	1.2%	1.9	13%	-3.3%
COc1ccc2c(c1OC)C(=O)OC2Nc1ncccc1C (stereo not given)	50	18%	5%	-0.1%[50 µM]	-29%	-10%	-0.1%	1.9	-3%	3.9%
CCCS(=O)(=O)N1CCC(C(=O)N2CCc3ccccc3C2)CC1	55	18%	10%	0.4%	3%	0%	-0.3%	-0.7	11%	-2.0%
CCCCN(C(=O)c1ccc2c(c1)OCO2)c1ccccc1	88	-12%	23%	0.1%	9%	9%	0.2%	2.2	7%	-0.1%
CCCN(CC1CC1)S(=O)(=O)c1ccc(S(N)(=O)=O)cc1	48	7%	-14%	3.7%	11%	2%	-0.2%	-1.6	4%	-4.3%
Cc1ccc(C(=O)COC(=O)CCN2C(=O)C3C4CC(C(Br)C4Br)C3C2=O)cc1 (stereo not given)	65	6%	-28%	1.3%	17%	-1%	-0.2%	4.6	6%	4.8%
CC(C)C(=O)NC(c1cccc([N+](=O)[O-])c1)c1ccc2cccnc2c1O (stereo not given)	39	-1%	7%	2.3%	-8%[20 µM]	9%	0.2%	1.5	2%	-3.9%
O=C(OCCCOC(=O)c1ccc(O)cc1)c1ccc(O)cc1	55	8%	-13%	-0.1%	19%	-7%	-0.2%	0.8	10%	-1.7%

Quoted at random: 3 records from the list.
SMILES	NTR1 ag cell count 20 µM	GPR55 LPI antagonism	NOD1 inhibition	UTI89 phage lysis	KOR beta-arrestin-2	GPR35 arrestin U2OS	GPR55 beta-arrestin	NTR1 ag	MgcRacGAP inhibition	KOR beta-arrestin-1
CCCCOC(=O)Nc1nnc(-c2ccccc2OC)s1	31	-7%	-10%	1.0%	7%	7%	-0.2%	1.4	8%	27%
COc1ccc(/C=C/C(=O)NCCc2c[nH]c3ccccc23)cc1OC	60	-13%	17%	0.2%	-25%	-11%	-0.2%	2.6	6%	-3.8%
O=C(NCCc1ccc(F)cc1)N1CCOCC1	79	-5%	-25%	0.3%	37%	-7%	-0.4%	-1.9	7%	-3.0%

The list continues.
SMILES	NTR1 ag cell count 20 µM	GPR55 LPI antagonism	NOD1 inhibition	UTI89 phage lysis	KOR beta-arrestin-2	GPR35 arrestin U2OS	GPR55 beta-arrestin	NTR1 ag	MgcRacGAP inhibition	KOR beta-arrestin-1
CCN(c1ccccc1)c1nc2ccsc2c(=O)s1	94	34%	-25%	2.6%	-1%	16%	-0.1%	0.1	4%	1.0%
CCS(=O)(=O)c1ccc2oc(Nc3ccccc3Br)nc2c1	62	16%	6%	1.5%	5%	-8%	0.0%	0.6	5%	-2.9%
CCOc1ccc2[nH]c3c(NCCN(C)C)ncnc3c2c1	91	-2%	-4%	-0.1%	-1%	7%	0.2%	0.4	24%	-4.4%
O=C1NC(=S)N/C1=C/c1ccc2ccccc2c1	43	-11%	-32%	0.1%	5%	3%	-0.2%	0.2	6%	-1.6%
CCOC(=O)N1CCN(Cc2nc3cc(NC(=O)c4cccs4)ccc3n2C)CC1	47	8%	-44%	0.6%	-15%	-10%	-0.1%	0.3	4%	4.4%
O=C(NCCCNC(=O)c1ccco1)c1ccc(F)cc1	40	11%	-41%	0.6%	-18%	-18%	0.2%	0.0	5%	-4.6%
O=C(OC1CCCCC1=O)c1cc(S(=O)(=O)N2CCOCC2)ccc1F (stereo not given)	65	8%	-28%	-0.5%[50 µM]	3%	10%	0.3%	0.6	10%	3.2%
NC(=O)CC(NC(=O)Cc1ccc(Br)cc1)c1ccc(N2CCc3ccccc3C2)c([N+](=O)[O-])c1 (stereo not given)	95	2%	-16%	1.4%	-60%[20 µM]	8%	0.2%	2.3	5%	-1.8%
Cc1ccc(N(C=NC#N)CC(=O)N2CCN(c3ccccc3)CC2)cc1	83	-2%	-14%	0.4%	27%	4%	0.2%	-4.9	1%	2.3%
COc1cc(C(=O)N2CCN(C(=O)c3ccco3)CC2)cc(OC)c1OC	64	14%	-7%	0.3%	-64%	1%	-0.2%	-1.2	7%	4.4%
CCOC(=O)CSc1nc2cc(C(=O)NCc3ccco3)ccc2c(=O)n1-c1ccc(F)cc1	84	-13%	-9%	-1.5%	-25%	-4%	0.1%	0.8	9%	-2.1%
COC(=O)c1ccccc1NC(=O)C1CCCCC1C(=O)O (stereo not given)	62	13%	-10%	0.1%	20%	-6%	-0.2%	0.2	17%	-3.3%
CCn1c(CNC(=O)c2ccc(OC)cc2)nnc1SCC(=O)c1ccccc1	53	-15%	25%	-0.2%	-11%	-10%	0.2%	0.3	15%	-2.6%
COc1cccc2sc(NNC(=O)C3COc4ccccc4O3)nc12 (stereo not given)	35	-9%	-21%	-0.2%	18%	0%	-0.3%	-0.2	1%	-7.4%
C=CCn1c(SCC(=O)c2cc(C)n(C(C)COC)c2C)nc2sc(C)c(C)c2c1=O (stereo not given)	89	8%	19%	0.0%	-18%	-8%	-0.2%	12	-2%	4.9%
CCc1nc(C)cn1S(=O)(=O)c1cc(Br)c(C)cc1OC	65	5%	-10%	0.5%	14%	-9%	0.8%	-0.1	6%	3.2%
Cc1ccc(-n2c(C)cc(/C([O-])=C(/C(=S)Nc3ccc(F)c(Cl)c3)[n+]3ccccc3)c2C)cc1	87	2%	-11%	-0.8%	8%	-5%	-0.1%	3.2	2%	0.3%
CC(=O)N1N=C(c2ccncc2)OC12CCCCC2	53	-9%	-22%	1.1%	12%	11%	0.5%	-0.1	8%	-0.3%
Cc1cc(C)c(OCC(=O)N(Cc2cccs2)C2CCS(=O)(=O)C2)c(C)c1 (stereo not given)	70	-7%	-21%	-0.6%	-9%	-10%	0.5%	0.0	8%	-1.6%

Screening data: PubChem BioAssay, several laboratories

A portion of the library; rates above refer to the full screens.
